Compound activity deposited in PubChem by National Center for Advancing Translational Sciences (NCATS).
MBNL1-CUG inh: inhibitors of human MBNL1 binding to CUG repeat RNA | Q9NR56 | TR-FRET MBNL1-His/biotin-(CUG)12 binding, 665/545 ratio | Potency, µM (doses to about 57.5 µM), for the others: at the highest dose activity change, negative = inhibition, usual class: inhibitors | actives 0.036% (n = 280,000) | AID 2675; active means well fitted inhibition curve with a large enough effect in the signal ratio, with a control signal flat, not every such curve was filed as active; inconclusive means small, poorly fitted or top-dose-only effect, or effect the other way, or a change in a side signal; inactive means no such curve, though single readings can be large or run the other way; the % refers to the signal ratio; further: on the % scale 0 is the no-effect control and ±100 the full control effect
Target sequence (Q9NR56 whole entry, looked up): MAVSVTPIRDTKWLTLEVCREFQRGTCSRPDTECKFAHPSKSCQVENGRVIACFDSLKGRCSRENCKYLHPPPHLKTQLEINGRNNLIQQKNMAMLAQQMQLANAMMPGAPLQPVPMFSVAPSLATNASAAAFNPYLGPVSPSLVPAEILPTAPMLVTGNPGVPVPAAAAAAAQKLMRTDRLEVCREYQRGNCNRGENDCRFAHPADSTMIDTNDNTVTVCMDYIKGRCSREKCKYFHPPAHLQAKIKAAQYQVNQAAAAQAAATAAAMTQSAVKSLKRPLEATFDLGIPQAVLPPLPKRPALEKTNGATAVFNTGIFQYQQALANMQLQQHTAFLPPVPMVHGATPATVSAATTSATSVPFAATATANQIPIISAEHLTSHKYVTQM
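Inhibition of protein-RNA binding appears as loss of TR-FRET between terbium anti-His antibody on MBNL1-His and streptavidin-XL665 on biotin-(CUG)12. Activity is normalized to buffer-only and uninhibited-complex controls.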
BRCA1 expr up: activators of BRCA1 expression | Potency, µM (highest dose often 46.1 µM), for the others: top-dose activation, actives largely listed as activators | actives 1.1% (n = 380,000) | MCF7-BRCA1-FFLuc reporter, luminescence, 48 h; response scale: scaled: vehicle 0%, 10 µM genistein 100%; further: nearly all actives have a fitted effect of over 80% in size; some results filed as inactive show a strong effect at the top dose
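Reporter cells (MCF7, BRCA1 promoter-firefly luciferase) received library compounds across a concentration series for 48 h. End-point luminescence was measured and concentration-effect curves derived after normalization.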
FLuc modulator: counter-screen for miR-21 project: firefly luciferase inhibitors or activators | Potency, µM (doses to about 57.5 µM), for inactives: top-dose activity change, negative = inhibition, most hits filed as inhibitors | purified FLuc, Km substrates, luminescence inhibition | actives 6.9% (n = 360,000) | AID 588342 | P08659;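 further: plate controls were vehicle for no effect and reference inhibitor for full effect; nearly all actives have a fitted effect of over 55% in size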
Target sequence (P08659 whole entry, looked up): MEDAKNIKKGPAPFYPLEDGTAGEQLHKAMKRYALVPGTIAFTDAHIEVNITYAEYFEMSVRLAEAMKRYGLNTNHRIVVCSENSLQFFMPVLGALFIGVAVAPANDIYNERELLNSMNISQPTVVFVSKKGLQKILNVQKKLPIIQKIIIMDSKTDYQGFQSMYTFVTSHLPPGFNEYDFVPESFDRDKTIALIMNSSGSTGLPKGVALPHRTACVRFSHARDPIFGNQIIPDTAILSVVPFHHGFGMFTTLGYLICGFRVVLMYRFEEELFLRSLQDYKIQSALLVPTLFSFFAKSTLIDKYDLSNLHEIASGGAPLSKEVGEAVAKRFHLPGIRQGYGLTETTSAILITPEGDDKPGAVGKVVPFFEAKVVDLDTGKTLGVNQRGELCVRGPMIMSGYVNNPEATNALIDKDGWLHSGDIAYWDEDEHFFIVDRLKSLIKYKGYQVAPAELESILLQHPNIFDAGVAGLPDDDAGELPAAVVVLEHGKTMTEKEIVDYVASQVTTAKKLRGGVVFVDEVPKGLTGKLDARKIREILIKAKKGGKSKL
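Biochemical qHTS of compounds, final roughly 60 µM downward over six points, against 10 nM purified firefly luciferase using Km concentrations of substrates (10 uM D-luciferin, 10 uM ATP) in Tris acetate pH 7.5 buffer; luminescence output.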
p53 reactivator: mutant p53 re-activation in reporter cells. H1299 p53-A138V BP100-luciferase reporter, luminescence, 24 h. Potency, µM (doses to about 92.2 µM), inactives show top-dose activity change, positive = activation, most hits filed as activators. actives 0.063% (n = 320,000); further: % of control where 0% means no effect; nearly all actives have a fitted effect of over 45% in size
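H1299 (p53-null), stable ts p53-A138V + BP100-Luc; 1000 cells/well, Opti-MEM/10% FBS; cpd 4 pt, 1:5; 24 h, 37 deg C, 5% CO2; detection reagent 10 min RT; luminescence.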
VP16 counter: Gal4-VP16 reporter inhibition counter-screen; Drosophila S2 Gal4-VP16 UAS-luciferase, luminescence, 20 h; Potency, µM (titrated, usually from 53.6 µM), inactives show at the top dose activity, negative = inhibition, most hits filed as inhibitors; actives 3.5% (n = 310,000); AID 2546;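 further: Gal4-VP16 expression switched on by copper sulfate through the metallothionein promoter; on the % scale 0 is the no-effect control and ±100 the full control effect; nearly all actives have a fitted effect of over 50% in size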
uPA surface inh: blocks generation of uPA at the cell surface; AID 540303; Potency, µM (doses to about 38.3 µM), inactives show at the top dose activity change, negative = inhibition, usual class: inhibitors; cell surface uPA generation assay, qHTS; actives 0.31% (n = 330,000); active means well fitted inhibition curve with a large enough effect; inconclusive means small, poorly fitted or top-dose-only effect; inactive means no such curve, though single readings can be large or run the other way; tested in mouse RAW 264.7 cells; further: on the % scale 0 is the no-effect control and ±100 the full control effect; nearly all actives have a fitted effect of over 55% in size
Rab9 prom act: activators of Rab9 promoter; Huh7 Rab9 promoter-luciferase reporter, luminescence, 24 h; Potency, µM (doses to about 9.22 µM), for inactives: top-dose activation, negative = inhibition, most hits filed as activators; actives 2.8% (n = 320,000); AID 485297; further: % of control where 0% means no effect; nearly all actives have a fitted effect of over 60% in size
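Cells were plated at 1500 per well in reduced-serum medium with 10% FBS and left 2 h. Compound in DMSO was then added for 24 h at 37 °C. Reporter signal was read by luminescence after 10 min with luciferase detection reagent.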
RORg inh: inhibitors of mouse ROR gamma transcriptional activity; P51450; Drosophila S2 Gal4-RORgamma UAS-luciferase reporter, 20 h; Potency, µM (titrated, usually from 53.6 µM), without a hit: top-dose activity change, negative = inhibition, most hits filed as inhibitors; actives 5.4% (n = 310,000); further: on the % scale 0 is the no-effect control and ±100 the full control effect; nearly all actives have a fitted effect of over 60% in size
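Luciferase reporter read in Schneider cells carrying Gal4-RORγ (mouse) and UAS-Photinus luciferase; cells given compound 1 h before 700 uM copper sulfate induction, then incubated 20 h at ambient temperature.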
NPC1 prom act: NPC1 promoter activation. Huh7 NPC1 promoter luciferase reporter, 24 h. Potency, µM (highest dose often 9.22 µM), for inactives: top-dose activation, usual class: activators. actives 2.4% (n = 320,000). AID 485313;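 further: % of control where 0% means no effect; nearly all actives have a fitted effect of over 60% in size; reporter is driven by a mutant NPC1 promoter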
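Stably transfected Huh7 (NPC1 promoter→luciferase), 1500 cells/well in Opti-MEM + 10% FBS, 2 h settle, then compound 24 h at 37 °C. Luminescence after 10 min with Amplite reagent.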
ELG1 genotoxic: inducers of genotoxicity in HEK293T ELG1-luciferase cells; actives 1.3% (n = 330,000); Potency, µM (top dose mostly 46 µM), for the others: at the top dose activity change, positive = activation, most hits filed as activators; HEK293T ELG1-luciferase reporter, luminescence, 16 h; AID 504466; further: % of control where 0% means no effect; nearly all actives have a fitted effect of over 60% in size
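Screening used a luciferase reporter fused to human ELG1 in HEK293T cells. Luminescence was read on a CCD plate imager after 16 hr exposure and 30 min ONE-Glo incubation.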
* = called active by the depositor; [ ] = another dose, or the depositor's remark. Unless noted, the call rests on the fitted dose curve; in most records, active means well fitted curve in the direction sought with a large enough effect; inconclusive means small, poorly fitted or top-dose-only effect, or another doubt; inactive means no such curve, though single readings can be large; an effect the other way counts as inactive or inconclusive. Potency means the concentration at half of the fitted maximal effect.

NC(=O)CC(NC(=O)Cc1ccc(Br)cc1)c1ccc(NCCc2ccccc2F)c([N+](=O)[O-])c1 (stereo not drawn) was read as MBNL1-CUG inh 2%, BRCA1 expr up 4%, FLuc modulator -1%, p53 reactivator -2%, VP16 counter 14%, uPA surface inh -11%, Rab9 prom act -6%, RORg inh -1%, NPC1 prom act 1% and ELG1 genotoxic -1%.
`COC(=O)c1ccc(NC(=O)c2ccccc2NS(=O)(=O)c2ccccc2)cc1` gave MBNL1-CUG inh 0%, BRCA1 expr up -57%, FLuc modulator 17µM*, p53 reactivator 16%, VP16 counter inconclusive, Rab9 prom act 1%, RORg inh inconclusive, NPC1 prom act -1% and ELG1 genotoxic -9%.
`COc1ccccc1Cn1c(=S)[nH]c2cc(C(=O)NCCCN3CCOCC3)ccc2c1=O` gave MBNL1-CUG inh -6%, BRCA1 expr up -4%, FLuc modulator 4%, p53 reactivator 21%, VP16 counter inconclusive, uPA surface inh -11%, Rab9 prom act -2%, RORg inh inconclusive, NPC1 prom act 2% and ELG1 genotoxic -1%.
O=[N+]([O-])c1ccccc1CNCCCCCO was read as BRCA1 expr up 0%, FLuc modulator 0%, p53 reactivator -5%, uPA surface inh 4%, Rab9 prom act -2%, NPC1 prom act -2% and ELG1 genotoxic 3%.
For O=C(NCc1ccccc1)C1CCN(S(=O)(=O)N2CCOCC2)CC1 the results were MBNL1-CUG inh -15%, BRCA1 expr up 10%, FLuc modulator 1%, p53 reactivator 10%, VP16 counter -9%, Rab9 prom act 6%, RORg inh 15%, NPC1 prom act -1% and ELG1 genotoxic -5%.
Screening C=C(C)COc1ccc(-c2[nH]ncc2-c2ccccc2OC)c(O)c1 returned MBNL1-CUG inh 7%, BRCA1 expr up -61%, FLuc modulator 0%, p53 reactivator -4%, VP16 counter 13µM*, uPA surface inh -6%, Rab9 prom act 5%, RORg inh 8.9µM*, NPC1 prom act 0% and ELG1 genotoxic -9%.
For Cc1ccn2c(Nc3ccccc3C)c(-c3ccncc3)nc2c1 the results were BRCA1 expr up -30%, FLuc modulator inconclusive, p53 reactivator 1%, VP16 counter 1%, uPA surface inh 0%, Rab9 prom act -10%, RORg inh -20%, NPC1 prom act -3% and ELG1 genotoxic 2%.
For O=C(Nc1ccn(CC(=O)N2CCN(c3ccccn3)CC2)c(=O)n1)OCc1ccccc1 the results were BRCA1 expr up -17%, FLuc modulator 4%, p53 reactivator 3%, uPA surface inh -11%, Rab9 prom act -44%[inhibitor], NPC1 prom act 1% and ELG1 genotoxic 0%.
Cc1ccccc1N(CC(=O)NCCc1ccccc1)C(=O)CCC(=O)Nc1ccccn1 was read as MBNL1-CUG inh 2%, BRCA1 expr up -6%, FLuc modulator 0%, p53 reactivator -2%, VP16 counter 14%, uPA surface inh 5%, Rab9 prom act 6%, RORg inh 22%, NPC1 prom act -3% and ELG1 genotoxic 5%.
For O=C(Nc1ccc(S(=O)(=O)N2CCc3ccccc3C2)cc1)c1ccccc1 the results were MBNL1-CUG inh 1%, BRCA1 expr up -59%, FLuc modulator 0%, p53 reactivator -7%, VP16 counter -9%, Rab9 prom act -10%, RORg inh -1%, NPC1 prom act -1% and ELG1 genotoxic -6%.
For O=C(CCOc1ccccc1)Nc1ccc(S(=O)(=O)N2CCCC2)cc1 the results were MBNL1-CUG inh -1%, BRCA1 expr up 0%, FLuc modulator 1%, p53 reactivator -5%, VP16 counter 0%, uPA surface inh -1%, Rab9 prom act inconclusive, RORg inh -3%[10 µM], NPC1 prom act 12% and ELG1 genotoxic -4%.
`CCOc1ccc(C(=O)NCC(=O)Nc2ccc(N3CCOCC3)cc2)cc1OCC` gave MBNL1-CUG inh -7%, BRCA1 expr up 32%, FLuc modulator -23%, p53 reactivator -8%, VP16 counter 2%, uPA surface inh 1%, Rab9 prom act 30%, RORg inh 13%, NPC1 prom act 19% and ELG1 genotoxic 13%.
O=C(NCc1cccnc1)C(=O)C1C(=O)Nc2ccccc21 (stereo not drawn) was read as BRCA1 expr up -27%, FLuc modulator 7%, p53 reactivator 0%, VP16 counter 5%, uPA surface inh 9%, Rab9 prom act 0%, RORg inh 4%, NPC1 prom act 1% and ELG1 genotoxic -1%.
For COc1ccc(CCNS(=O)(=O)c2ccc(C(=O)NCc3ccco3)cc2)cc1OC the results were MBNL1-CUG inh -3%, BRCA1 expr up -1%, FLuc modulator 3%, p53 reactivator -10%, VP16 counter 1%, uPA surface inh -5%, Rab9 prom act -7%, RORg inh 12%, NPC1 prom act 0% and ELG1 genotoxic -3%.
For CC(=O)Nc1ccc2c(c1)CCc1ccccc1-2 the results were MBNL1-CUG inh -2%, BRCA1 expr up 103%, FLuc modulator inconclusive, p53 reactivator 14%, VP16 counter -3%, uPA surface inh -5%, Rab9 prom act inconclusive, RORg inh 1%, NPC1 prom act inconclusive and ELG1 genotoxic inconclusive.
`Nc1nnc(SCC(=O)Nc2cc(S(=O)(=O)N3CCOCC3)ccc2Cl)s1` gave MBNL1-CUG inh -1%, BRCA1 expr up -2%, FLuc modulator -9%, p53 reactivator 4%, VP16 counter -20%, uPA surface inh -2%, Rab9 prom act 1%, RORg inh -2%, NPC1 prom act 0% and ELG1 genotoxic -3%.
For CS(=O)(=O)N(CC(=O)NCC1CCCO1)c1cc(Cl)cc(Cl)c1 (stereo not drawn) the results were MBNL1-CUG inh -7%, BRCA1 expr up -2%, FLuc modulator 1%, p53 reactivator -20%, VP16 counter 0%, uPA surface inh 9%, Rab9 prom act -10%, RORg inh 14%, NPC1 prom act -1% and ELG1 genotoxic -1%.
CCOC(=O)C1CCN(C(=O)C(C)Sc2nnc3ccccn23)CC1 (stereo not drawn) was read as BRCA1 expr up -3%, p53 reactivator 24%, uPA surface inh 3% and ELG1 genotoxic -2%.
For COc1ccc([C@]23Cc4cc(C#N)ccc4C(O2)c2c(cc(-c4ccccc4)oc2=O)O3)cc1 the results were MBNL1-CUG inh 0%[11.5 µM], FLuc modulator -1%[11.5 µM], VP16 counter 5%[10 µM], Rab9 prom act -4%[1.84 µM], RORg inh -2%[10 µM] and NPC1 prom act 1%[1.84 µM].
For COc1ccccc1NS(=O)(=O)c1cc(NC(=S)NCCN2CCOCC2)ccc1N1CCOCC1 the results were MBNL1-CUG inh -22%, BRCA1 expr up -40%, FLuc modulator -6%, p53 reactivator 11%, VP16 counter 13%, uPA surface inh -9%, Rab9 prom act 6%, RORg inh 21%, NPC1 prom act 2% and ELG1 genotoxic inconclusive.
Cc1cccc(NC(=S)/N=C(\N)Nc2nc(C)c3ccc(C)cc3n2)c1 was read as MBNL1-CUG inh 29%, BRCA1 expr up -58%, FLuc modulator inconclusive, p53 reactivator 1%, VP16 counter 3.5µM*, uPA surface inh -9%, Rab9 prom act -7%, RORg inh 1µM* and NPC1 prom act -11%.
O=C1c2ccccc2S(=O)(=O)N1CC1CC(c2ccccc2Cl)=NO1 (stereo not drawn) was read as MBNL1-CUG inh -23%, BRCA1 expr up 5µM*, FLuc modulator 2.7µM*, p53 reactivator inconclusive, VP16 counter -23%, uPA surface inh -1%, Rab9 prom act 3.2µM*, RORg inh -12%, NPC1 prom act 3.2µM* and ELG1 genotoxic 12µM*.
For CC1(C)Cc2c(sc3nc(SCC(=O)NCc4ccco4)n(-c4ccccc4)c(=O)c23)CS1 the results were MBNL1-CUG inh -5%, BRCA1 expr up -7%, FLuc modulator 1%, p53 reactivator -1%, VP16 counter 15%, uPA surface inh 7%, Rab9 prom act 2%, RORg inh 28%, NPC1 prom act -1% and ELG1 genotoxic 5%.
CN1C(=O)CSc2ccc(NC(=O)NCc3ccccc3)cc21 was read as MBNL1-CUG inh -14%, BRCA1 expr up -44%, FLuc modulator -11%, p53 reactivator -6%, VP16 counter -6%, uPA surface inh -9%, Rab9 prom act -2%, RORg inh -5%, NPC1 prom act 3% and ELG1 genotoxic 1%.
O=C(Cc1ccccc1)NNS(=O)(=O)c1ccc(F)cc1 was read as MBNL1-CUG inh -15%, BRCA1 expr up 14%, FLuc modulator -1%, p53 reactivator -2%, VP16 counter 1%, uPA surface inh 11%, Rab9 prom act -3%, RORg inh 1%, NPC1 prom act -3% and ELG1 genotoxic 2%.
For O=C(NCCNC(=O)c1ccccc1Cl)c1ccco1 the results were MBNL1-CUG inh -6%, BRCA1 expr up -5%, FLuc modulator 3%, p53 reactivator 4%, VP16 counter -24%, Rab9 prom act 0%, RORg inh -29%, NPC1 prom act -2% and ELG1 genotoxic -2%.
For N#Cc1c(N)[nH]c(=S)c(C#N)c1-c1ccccc1 the results were MBNL1-CUG inh 3%, BRCA1 expr up -17%, FLuc modulator -16%, p53 reactivator -2%, VP16 counter inconclusive, Rab9 prom act 2%, RORg inh 10µM*, NPC1 prom act 0% and ELG1 genotoxic 3%.
COc1ccc(CN(CC(=O)NCCC(C)C)C(=O)CCC(=O)Nc2nccs2)cc1 was read as MBNL1-CUG inh -10%, BRCA1 expr up -17%, FLuc modulator -1%, p53 reactivator 1%, VP16 counter 5%, uPA surface inh 1%, Rab9 prom act 0%, RORg inh -4%, NPC1 prom act 2% and ELG1 genotoxic 0%.
